AMA1-RON2 inh: inhibitors of Plasmodium falciparum AMA1-RON2 interaction; AlphaScreen AMA1-biotinylated RON2 peptide binding; Potency, µM (top dose mostly 58.2 µM), without a hit: top-dose activity change, negative = inhibition, usual class: inhibitors; 0.2% of 360,000 active; AID 720542;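 also: potency is read from the fitted curve at half-maximal effect; 0% = vehicle wells and -100% = peptide control; nearly all actives have a fitted effect of over 45% in size; some results filed as inactive show a strong effect at the top dose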
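AMA1 (3D7) with his tag at 25 nM final met compounds first, then biotinylated RON2 peptide at 25 nM; detection used donor plus acceptor beads, 10 µg/mL apiece, read by AlphaScreen after 30 min at room temperature.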
AmpC inh detg: AmpC beta-lactamase inhibition with detergent present; AmpC hydrolysis of nitrocefin, absorbance 480 nm, 0.01% Triton; Potency, µM (titrated, usually from 114 µM), for the others: top-dose activity change, negative = inhibition, most hits filed as inhibitors; 0.041% of 370,000 active; AID 485294;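 also: potency is read from the fitted curve at half-maximal effect; 0% = no-compound wells and -100% = no-enzyme wells; nearly all actives have a fitted effect of over 25% in size; some results filed as inactive show a strong effect at the top dose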
Target sequence (P00811 whole entry, looked up): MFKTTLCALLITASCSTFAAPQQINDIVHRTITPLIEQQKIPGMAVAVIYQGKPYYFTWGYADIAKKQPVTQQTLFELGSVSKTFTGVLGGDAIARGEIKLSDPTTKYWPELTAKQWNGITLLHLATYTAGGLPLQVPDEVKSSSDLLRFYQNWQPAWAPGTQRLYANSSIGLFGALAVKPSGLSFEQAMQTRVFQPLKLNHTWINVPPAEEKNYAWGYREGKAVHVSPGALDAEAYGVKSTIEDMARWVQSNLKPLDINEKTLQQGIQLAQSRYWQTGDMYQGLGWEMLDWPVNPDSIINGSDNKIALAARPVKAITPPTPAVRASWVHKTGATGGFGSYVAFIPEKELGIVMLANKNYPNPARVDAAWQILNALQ
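AmpC (5.3 nM in the dispensed reagent) in 20 mM phosphate pH 7.0 with 0.01% (detergent screen) or 0.0001% Triton X-100 was preincubated with compounds for 15 min at room temperature. Nitrocefin was then added from an 800 uM solution, and hydrolysis was followed at 480 nm.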
LmPK inh: inhibitors of Leishmania mexicana pyruvate kinase | Potency, µM (doses to about 57.5 µM), for the others: at the highest dose activity change, negative = inhibition, hits mostly inhibitors | purified LmPK, Kinase-Glo ATP luminescence, 1 h | 0.37% of 290,000 active | Q27686; also: potency is read from the fitted curve at half-maximal effect
Target sequence (Q27686 whole entry, looked up): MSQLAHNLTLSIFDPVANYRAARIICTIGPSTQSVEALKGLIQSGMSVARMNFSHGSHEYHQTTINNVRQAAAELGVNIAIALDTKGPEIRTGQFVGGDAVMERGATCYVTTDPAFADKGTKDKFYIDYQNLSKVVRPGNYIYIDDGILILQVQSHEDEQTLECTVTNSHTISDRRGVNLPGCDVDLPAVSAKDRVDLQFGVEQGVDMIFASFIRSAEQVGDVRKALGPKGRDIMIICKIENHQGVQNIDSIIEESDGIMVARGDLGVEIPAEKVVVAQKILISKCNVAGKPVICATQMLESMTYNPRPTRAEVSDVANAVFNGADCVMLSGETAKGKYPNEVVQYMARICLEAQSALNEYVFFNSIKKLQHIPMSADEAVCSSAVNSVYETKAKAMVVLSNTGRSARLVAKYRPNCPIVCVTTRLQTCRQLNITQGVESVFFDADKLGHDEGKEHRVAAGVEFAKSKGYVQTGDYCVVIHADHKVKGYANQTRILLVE
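Kinase-Glo luminescence read after 1 h RT reaction of 0.1 nM LmPK with 0.5 mM PEP and 0.1 mM ADP. Activity scaled between uninhibited and enzyme-free controls.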
Sm TGR block: blocks Schistosoma mansoni thioredoxin glutathione reductase | Q962Y6 | purified TGR, DTNB reduction, TNB absorbance 405 nm | Potency, µM (top dose mostly 114 µM), without a hit: at the highest dose activity change, negative = inhibition, actives largely listed as inhibitors | 3% of 360,000 active | AID 485364; also: potency is read from the fitted curve at half-maximal effect; nearly all actives have a fitted effect of over 60% in size
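First, TGR (20 nM dispensed) and NADPH were mixed with compound. Second, a 15 min room-temperature incubation followed. Third, further NADPH and then DTNB were added to start the reaction. Finally, TNB absorbance was monitored kinetically.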
HCMV inh: blocks human cytomegalovirus replication | activity change, negative = inhibition, % at 57.5 µM | 4.5% of 410,000 active | HFF cells, HCMV-luciferase reporter, 72 h; stronger effect = lower value; in the data active = activity change below about -60%; inconclusive = no clear call, values can overlap the other calls; inactive = above about -39%
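Cell-based, HFFs, 1000 cells/well, 16 h 37C; cpds in DMSO + HCMV-luc, MOI 1 PFU/cell; 72 h 37C; OneGlo luminescence after 5 min RT; norm. to buffer vs Salinomycin 10uM.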
AmpC inh no detg: blocks E. coli AmpC beta-lactamase in detergent-free assay; P00811; Potency, µM (doses to about 57.1 µM), for inactives: at the top dose activity change, negative = inhibition, hits mostly inhibitors; AmpC nitrocefin hydrolysis, absorbance 480 nm, 0.0001% Triton; 0.52% of 330,000 active;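 also: potency is read from the fitted curve at half-maximal effect; plate controls were no compound for no effect and no enzyme for full effect; nearly all actives have a fitted effect of over 20% in size; some results filed as inactive show a strong effect at the top dose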
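AmpC (5.3 nM in the dispensed reagent) in 20 mM phosphate pH 7.0 with 0.01% (detergent screen) or 0.0001% Triton X-100 was preincubated with compounds for 15 min at room temperature. Nitrocefin was then added from an 800 uM solution, and hydrolysis was followed at 480 nm.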
TbPYK inhibitor: T. brucei pyruvate kinase inhibition. 0.12% of 410,000 active. TbPYK enzyme, Kinase-Glo Plus ATP luminescence, 45 min. Potency, µM (highest dose often 76.8 µM), inactives show at the top dose activity, negative = inhibition, usual class: inhibitors. Q57TT1. AID 624173; also: potency is read from the fitted curve at half-maximal effect; nearly all actives have a fitted effect of over 50% in size
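In this concentration-response screen, enzyme-free wells defined baseline while DMSO plates tracked drift. Each reaction combined TbPYK, substrate, compound and 130 uM ADP for 45 min at room temperature. Kinase-Glo Plus luminescence gave the signal.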
Starred values were filed as active, the others as inactive; ? = inconclusive; / = no result given; & = joins results of further samples; [ ] = remark or other dose. Unless noted, calls follow the shape of the dose curve; as a rule, active = well fitted curve in the direction sought with a large enough effect; inconclusive = small, poorly fitted or top-dose-only effect, or another doubt; inactive = no such curve, though single readings can be large; an effect the other way counts as inactive or inconclusive. Unless noted, % is scaled to controls: 0 for no effect and ±100 for the full control effect.

cpd	SMILES	AMA1-RON2 inh	HCMV inh	AmpC inh detg	LmPK inh
1	O=C(N[C@H]1C/C=C\C[C@@H](CC(=O)N(CCO)Cc2ccccc2)C(=O)N2CCC[C@H]2COC1=O)OCC1c2ccccc2-c2ccccc21	24%	-20	/	/
2	O=C(CNC(=O)c1ccco1)OCC(=O)c1ccccc1	1%	50	8%	0%
3	O=C(c1ccco1)c1cn(Cc2ccccc2Cl)c2ccccc12	-5%	2	4%	5%
4	CC(=Nc1c(C)n(C)n(-c2ccccc2)c1=O)c1c(O)n(Cc2ccccc2)c(=O)[nH]c1=O	-5%	-11	-8%	-1%
5	CC(C)Cc1ccc(C(=O)NCCOc2ccccc2)o1	-4%	21	-2%	-3%
6	COc1ccc(CN(C)C(=O)[C@H](Cc2ccccc2)NC(=O)c2ccco2)c(OC)c1	-13%	-1	1%	/
7	Cc1ccc(NC(=O)Nc2cnccn2)cc1	19%	50	?	1%
8	COc1cccc(-c2nc(Cn3c(=O)cc(C)c4c(C)nn(-c5ccccc5)c43)c(C)o2)c1OC	/	-2	2%	/
9	Cc1ccc(NC(=S)Nc2ccc(Cl)c(Cl)c2)c(OC(F)F)c1	9%	-75*	?	3%
10	COc1cc(/C=N/NC(=O)CCN2CCN(c3ccccc3)CC2)cc(OC)c1OC	-16%	-16	-6%	2%
11	O=C(NCc1cccnc1)c1cccc2c1C(=O)N(Cc1cccnc1)C2	-13%	26	2%	-1%
12	Cc1ccc(/C=C/C(=O)OCC(=O)Nc2ccccc2Sc2ccccc2)cc1	0%	-22	-7%	8%
13	O=C1COc2ccc(C(=O)COC(=O)c3ccccc3Cl)cc2N1	-17%	-8	/	/
14	Brc1ccc(-c2cn3ccccc3n2)cc1	-7%	68	-5%	-30%
15	COCC1CCN(C(=O)C2CCC(=O)N(CCc3ccc(Cl)cc3)C2)CC1 (stereo unspecified)	2%	-23	-10%	0%

cpd	Sm TGR block	TbPYK inhibitor	AmpC inh no detg
1	/	4%	149%[activator]
2	11%	6%	-2%
3	-9%	-6%	-8%
4	4%	3%	-18%
5	-3%	14%	-4%
6	-5%	-11%	18%
7	3%	3%	-22%
8	6%	1%	/
9	-1%	20%	-16%
10	-6%	-1%	-22%
11	-7%	-12%	-4%
12	-2%	0%	-15%
13	/	-1%	-26%
14	-9%	-8%	-15%
15	3%	3%	64%[activator]

Continuation:
cpd	SMILES	AMA1-RON2 inh	HCMV inh	AmpC inh detg	LmPK inh
16	O=C1Nc2cc(C(F)(F)F)ccc2N2CCCCC12 (stereo unspecified)	-1%	/	-1%	1%
17	CCN(CC)C(=O)CSc1nnc(C2CCCCC2)o1	-11%	19	-12%	-1%
18	O=c1[nH]c2ccccc2nc1Cc1ccccc1	-16%	-9	2%	4%
19	CN(C)CC/C=C1/c2ccccc2Sc2ccc(Cl)cc21	-12%&-4%	-24&2	?	-4%
20	Cc1c(C(=O)N2CCCCCC2)c(S(=O)(=O)Nc2ccccc2F)c(C)n1C	13%	14	1%	0%
21	CC(=O)c1ccc(NC(=O)C(C)n2c3ccccc3c3nc(=O)cc(C)n32)cc1 (stereo unspecified)	-1%	-9	-5%	5%
22	CC1CCCCN1C(=O)C(=O)c1cn(CC(=O)N2CCCC2)c2ccccc12 (stereo unspecified)	6%	41	2%	-5%
23	C(=N\Nc1nc2ccccc2[nH]1)/c1ccccn1	27%	-100*	?	?
24	COc1cc(S(=O)(=O)NC2CCCC2)c(OC)cc1C	-14%	31	-5%	-7%
25	CC(C)c1cc(-c2cc(C(=O)NCc3ccccc3)on2)nc(NC2CCCC2)n1	4%	2	1%	5%
26	O=C(c1ccc2nccnc2c1)N1CCN(c2ccccc2)CC1	-15%	-29	2%	-6%
27	O=C1CC(N2CCN(S(=O)(=O)c3ccc([N+](=O)[O-])cc3)CC2)C(=O)N1c1ccccc1F (stereo unspecified)	-3%	-12	-9%	/
28	CN1CCN(S(=O)(=O)c2ccc(NCc3ccc4c(c3)OCO4)nc2)CC1	-4%	-6	-10%	-2%
29	CC1=Nc2nc(N3CCCCC3)c(C#N)c3c4c(nc(c23)N1)N(c1ccc(C(C)C)cc1)C(=O)C4	4%[11.6 µM]	-26	-11%	-3%
30	Cn1ccnc1CN1CCCCC1C(=O)Nc1ccc(Oc2cccnc2)cc1 (stereo unspecified)	107%[activator]	-32	?	-1%

cpd	Sm TGR block	TbPYK inhibitor	AmpC inh no detg
16	?	-2%	-17%
17	-21%	-2%	0%
18	-4%	4%	-29%
19	-6%&0%	0%&-1%	70%&79%[activator]
20	-10%	-3%	32%
21	10%	3%	3%
22	-5%	-1%	101%[activator]
23	12%	?	-19%
24	1%	-4%	5%
25	2%	-21%	-19%
26	0%	-4%	4%
27	-26%	1%	49%
28	11%	2%	4%
29	-4%	-2%	-22%
30	1%	-5%	3%

(next part)
cpd	SMILES	AMA1-RON2 inh	HCMV inh	AmpC inh detg	LmPK inh
31	O=C(Nc1ccc(Cl)cc1)[C@@H]1[C@@H]2C(=O)N(c3ccc(Cl)cc3)C(=O)[C@@H]2[C@H]2C=CC=NN21	29%	72	1%	0%
32	COc1cccc(-c2cc(C(F)(F)F)n3nc(C(=O)N4CCCCC4c4cccnc4)cc3n2)c1 (stereo unspecified)	-1%	-68*	2%	2%
33	CC(C)C(=O)NC(=S)Nc1nnn(C)n1	16%	18	-1%	1%
34	COc1ccc(CCCNC(=O)C2Cc3c(-c4ccc5c(c4)OCO5)ccnc3O2)cc1 (stereo unspecified)	-12%	-12	/	/
35	CCOc1ccc(OCC)c(NC(=O)C(NS(=O)(=O)c2ccc3c(c2)oc(=O)n3C)C(C)C)c1 (stereo unspecified)	-4%	47	2%	5%
36	COc1cc(CC(CC(=O)c2ccc3c(c2)OCO3)C(=O)O)cc(OC)c1OC (stereo unspecified)	9%	-18	/	/
37	CC1(C)NC(=O)N(CC(=O)N2CCN(S(=O)(=O)c3ccccc3F)CC2)C1=O	0%	-6	-1%	/
38	Cc1ccc(S(=O)(=O)CCC(=O)OCC(=O)NC2CCS(=O)(=O)C2)cc1 (stereo unspecified)	-8%	-13	-14%	/
39	Cc1c(Cl)cccc1NC(=O)c1cc(-c2ccccc2O)n[nH]1	-21%	18	-10%	2%
40	Cc1c(NC(=O)/C(C#N)=C/c2cccs2)c(=O)n(-c2ccccc2)n1C	-7%	-18	-2%	2%
41	COc1ccc(CCC(=O)O)c(C(CC(=O)O)C(=O)O)c1OS(=O)(=O)c1ccc(C)cc1 (stereo unspecified)	-5%	-10	/	/
42	COC(=O)C1=C(C(=O)OC)[C@@H]2N(C)c3ccc(OC)cc3[C@@]23C[C@@H](C(=O)OC)N(C(=O)c2cc(C)oc2C)C3=N1	?	/	/	1%[11.5 µM]
43	O=C(NC(Cc1ccccc1)C(=O)O)/C(=C\c1ccc(Cl)cc1)NC(=O)c1ccco1 (stereo unspecified)	1%	16	3%	-1%
44	Cc1cc(C)c2c(n1)nn1c(N3CCN(c4ccccc4C)CC3)cc(C)nc21	-11%	25	/	/
45	CCOc1ccc(C2CC(c3ccc(F)cc3)n3ncnc3N2)cc1 (stereo unspecified)	13%	-5	?	2%
46	O=C(O)CCc1ccc(-c2cccs2)n1Cc1ccco1	-8%	-8	-13%	5%

cpd	Sm TGR block	TbPYK inhibitor	AmpC inh no detg
31	50µM*	?	-18%
32	-2%	2%	2%
33	-1%	-23%	-22%
34	/	0%	/
35	0%	5%	-2%
36	/	0%	/
37	6%	2%	-13%
38	1%	-9%	-8%
39	0%	3%	-38%
40	-20%	1%	-24%
41	/	-17%	/
42	/	-14%	/
43	?	-8%	-20%
44	/	-1%	/
45	-3%	-7%	-6%
46	?	-6%	-21%

Part of the list above, with one line to a screen.
1. O=C(N[C@H]1C/C=C\C[C@@H](CC(=O)N(CCO)Cc2ccccc2)C(=O)N2CCC[C@H]2COC1=O)OCC1c2ccccc2-c2ccccc21
2. O=C(CNC(=O)c1ccco1)OCC(=O)c1ccccc1
3. O=C(c1ccco1)c1cn(Cc2ccccc2Cl)c2ccccc12
4. CC(=Nc1c(C)n(C)n(-c2ccccc2)c1=O)c1c(O)n(Cc2ccccc2)c(=O)[nH]c1=O
5. CC(C)Cc1ccc(C(=O)NCCOc2ccccc2)o1
6. COc1ccc(CN(C)C(=O)[C@H](Cc2ccccc2)NC(=O)c2ccco2)c(OC)c1
7. Cc1ccc(NC(=O)Nc2cnccn2)cc1
8. COc1cccc(-c2nc(Cn3c(=O)cc(C)c4c(C)nn(-c5ccccc5)c43)c(C)o2)c1OC
9. Cc1ccc(NC(=S)Nc2ccc(Cl)c(Cl)c2)c(OC(F)F)c1
10. COc1cc(/C=N/NC(=O)CCN2CCN(c3ccccc3)CC2)cc(OC)c1OC

assay / compound | 1 | 2 | 3 | 4 | 5 | 6 | 7 | 8 | 9 | 10
AMA1-RON2 inh | 24% | 1% | -5% | -5% | -4% | -13% | 19% | / | 9% | -16%
HCMV inh | -20 | 50 | 2 | -11 | 21 | -1 | 50 | -2 | -75* | -16
AmpC inh detg | / | 8% | 4% | -8% | -2% | 1% | ? | 2% | ? | -6%
LmPK inh | / | 0% | 5% | -1% | -3% | / | 1% | / | 3% | 2%
Sm TGR block | / | 11% | -9% | 4% | -3% | -5% | 3% | 6% | -1% | -6%
TbPYK inhibitor | 4% | 6% | -6% | 3% | 14% | -11% | 3% | 1% | 20% | -1%
AmpC inh no detg | 149%[activator] | -2% | -8% | -18% | -4% | 18% | -22% | / | -16% | -22%
